# From PubChem BioAssay
# TPT1 inh: Candida albicans TPT1 enzyme inhibitors, primary screen, biochemical, fluorescence polarization; tRNA 2'-phosphotransferase TPT1 (Candida albicans SC5314); recombinant caTPT1, FP RNA substrate dephosphorylation; inhibition, % at 5 µM; 0.81% of 300,000 active;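 active means inhibition above the mean of all tested compounds plus 3 SD, set per screening campaign, cut at about 24% in these data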;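 further: plate controls were DMSO alone for no effect and ferristatin control at 100 nM for full effect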
# HCV core dimer: inhibitors of HCV core protein dimerization, primary screen, biochemical, TR-FRET, high-throughput; TR-FRET GST/Flag-core106 dimerization, 1536-well; inhibition, % at 5 µM; 0.33% of 300,000 active;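 active means inhibition above the mean of all tested compounds plus 3 SD, set per screening campaign, cut at about 45% in these data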
#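 assay system = GST-tagged and Flag-tagged HCV core protein residues 1-106 | controls = unlabelled core106 and no-GST-core106 wells | incubation = compound-protein-antibody incubation 4 h at 22.5 °C | probe or stimulus = Eu donor and XL665 acceptor anti-tag antibodies | read-out = % inhibition based on acceptor/donor emission ratio | signal = TR-FRET 671 and 617 nm emission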
# proCasp7 act: procaspase-7 activators, primary screen, counter-screen for procaspase-3 activator project, biochemical, absorbance, HTS, human. 0.093% of 330,000 active. recombinant procaspase-7, Ac-DEVD-pNA absorbance 405 nm; D23A/D198A/D206A triple mutant, cannot self-cleave; scale: DMSO 0, 5 µM enzyme 100. activation, % at 8.5 µM;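 active means percent activation above the screen-wide mean plus 3 SD, cut at about 25% in these data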
# Target sequence (P55210 whole entry D23A/D198A/D206A): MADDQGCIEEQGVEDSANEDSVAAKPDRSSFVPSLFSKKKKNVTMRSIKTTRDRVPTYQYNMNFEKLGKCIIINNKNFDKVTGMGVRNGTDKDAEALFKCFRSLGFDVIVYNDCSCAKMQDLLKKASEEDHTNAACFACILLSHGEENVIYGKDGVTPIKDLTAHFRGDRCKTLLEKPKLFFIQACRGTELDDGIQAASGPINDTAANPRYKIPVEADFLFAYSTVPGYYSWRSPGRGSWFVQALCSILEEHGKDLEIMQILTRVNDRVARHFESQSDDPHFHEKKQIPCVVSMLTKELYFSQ
#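 System: Uncleavable procaspase-7 mutant enzyme; Amount: 2 µM procaspase-7 mutant as dispensed; Schedule: 1 h compound preincubation, 2 h substrate cleavage, 25 °C; Measured by: 405 nm absorbance of p-nitroaniline; Evaluation: percent activation from buffer-corrected 0–120 min absorbance change; Control set: low DMSO alone, high DMSO plus 5 µM PC-7.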
# PAFAH2 FP inh: PAFAH2 enzyme inhibitors, primary screen, biochemical, fluorescence polarization, human; 0.99% of 340,000 active; inhibition, % at 3.39 µM; recombinant PAFAH2, FP-rhodamine activity probe; AID 492956, 2010;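 active means inhibition above the mean over all tested compounds plus 3 SD, cut at about 30% in these data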;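 further: inhibitors block probe labeling of enzyme so polarization drops; 0% = enzyme with DMSO and 100% = wells lacking PAFAH2 protein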
# PP1 inh: PP1-alpha phosphatase inhibitors, primary screen, counter-screen for PP5 inhibitor project, biochemical, fluorescence, OMFP substrate, single point | purified PP1alpha | inhibition, % at 6.7 µM | 0.9% of 320,000 active;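 active means inhibition above the mean inhibition of all tested compounds plus 3 SD, computed separately for each screening campaign, cut at about 15% in these data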
# Target sequence (P62136 whole entry, looked up): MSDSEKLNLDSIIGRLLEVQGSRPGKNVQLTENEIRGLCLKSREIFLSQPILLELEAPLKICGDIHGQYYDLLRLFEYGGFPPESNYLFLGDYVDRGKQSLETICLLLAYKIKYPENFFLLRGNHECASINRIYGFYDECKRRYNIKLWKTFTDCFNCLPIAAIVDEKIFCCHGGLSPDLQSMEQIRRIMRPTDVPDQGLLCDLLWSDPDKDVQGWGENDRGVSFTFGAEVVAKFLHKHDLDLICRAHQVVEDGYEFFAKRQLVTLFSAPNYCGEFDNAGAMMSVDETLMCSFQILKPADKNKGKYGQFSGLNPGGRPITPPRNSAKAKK
# AHR act: AHR activators, primary screen, cell-based, luminescence, luciferase reporter, human. activation, % at 5 µM. Aryl hydrocarbon receptor (Homo sapiens), P35869. AHR-responsive luciferase reporter cells. 2.5% of 320,000 active; in the data active means activation above about 47%;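 further: 0% = vehicle wells and 100% = reference agonist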
# proCasp3 act: activators of human procaspase-3 D3A mutant, primary screen, biochemical, absorbance, PC-3 D3A mutant, single concentration | Caspase-3 (Homo sapiens), P42574 | recombinant procaspase-3 D3A, Ac-DEVD-pNA absorbance 405 nm | activation, % at 8.5 µM | 0.11% of 330,000 active;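 active means activation above the mean of all tested compounds plus 3 SD, cut at about 21% in these data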;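 further: 0% = DMSO alone and 100% = DMSO wells spiked with extra 5 µM PC-3 D3A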
# Target sequence (P42574 whole entry D9A/D28A/D175A): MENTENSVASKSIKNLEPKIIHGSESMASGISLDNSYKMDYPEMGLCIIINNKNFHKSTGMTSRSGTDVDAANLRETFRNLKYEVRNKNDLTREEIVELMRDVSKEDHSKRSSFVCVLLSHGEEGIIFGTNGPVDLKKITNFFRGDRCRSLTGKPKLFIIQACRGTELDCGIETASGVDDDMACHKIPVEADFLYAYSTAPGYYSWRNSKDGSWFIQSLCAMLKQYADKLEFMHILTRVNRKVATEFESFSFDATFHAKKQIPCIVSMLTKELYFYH
#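 System: Procaspase-3 D3A mutant. Medium: Zinc-free 300 mM NaCl, 50 mM HEPES, 0.01% Triton X-100. Schedule: 1 h preincubation plus 2 h reaction at 25 °C. Measured by: 405 nm absorbance of p-nitroaniline, reads at 0 and 120 min. Read-out: percent activation relative to control range.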
# CTSL1 counter: Fasciola hepatica cathepsin L1 inhibitors, primary screen, counter-screen for PFM18AAP inhibitor project, biochemical, QFRET, fluorogenic peptide substrate. recombinant F. hepatica cathepsin L1, Z-Leu-Arg-MCA fluorescence. inhibition, % at 5.96 µM. 0.49% of 300,000 active;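 active means inhibition above the mean of all tested compounds plus 3 SD, set per screening campaign, cut at about 17% in these data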;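 further: 0% = plate median of test compound wells and 100% = 1 µM Z-Phe-Ala-diazomethylketone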
# PP5 inh: PP5 phosphatase inhibitors, primary screen, biochemical, fluorescence. AID 1987, 2009. purified PP5c, OMFP substrate fluorescence. inhibition, % at 6.7 µM. 0.18% of 320,000 active;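 active means inhibition above the campaign's mean inhibition across all tested compounds plus 3 SD, cut at about 9.5% in these data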;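 further: 0% = DMSO only and 100% = 100 µM cantharidin control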
# * marks the source's active call; other numbers are inactive results; nt = not tested or not shown.
No.	SMILES	TPT1 inh	HCV core dimer	proCasp7 act	PAFAH2 FP inh	PP1 inh	AHR act	proCasp3 act	CTSL1 counter	PP5 inh
1	CC/C(=N\NC(=O)c1ccccc1Cl)c1ccc(Br)s1	-4	-13	8	-4	3	-3	3	-2	4.6
2	Cc1cc(C)c(-n2nnnc2SCC(=O)c2cccs2)c(C)c1	0	3	4	7	-1	0	1	4	2.2
3	COc1ccc(NC(=O)c2cccc(NC(=O)c3ccccc3)c2)cc1	-3	-3	-6	-1	2	6	-5	1	-1.8
4	O=c1c2ccccc2nc2n1CCS2(=O)=O	1	-1	-6	nt	-4	1	-11	0	-2.8
5	Cc1ccc2nc(-c3cccnc3)c(NC3CCCC3)n2c1	1	-2	3	-4	-2	2	-3	-3	0.4
6	O=C(Cc1cn2ccsc2n1)OCc1nc2ccccc2s1	0	3	11	nt	2	10	-3	-12	-0.7
7	Cc1ccc(OCCCCN2CCC(C)CC2)c(Br)c1	-1	-3	12	-5	-2	1	3	-1	-1.0
8	Cc1nc2ccccn2c1/C(O)=C1\C(=O)C(=O)N(CCN2CCOCC2)C1c1cccnc1 (configuration not stated)	-7	2	7	0	0	1	4	4	-0.3

# Complete entries, quoted from the list. Screens in order: TPT1 inh | HCV core dimer | proCasp7 act | PAFAH2 FP inh | PP1 inh | AHR act | proCasp3 act | CTSL1 counter | PP5 inh
# Profile of Cc1ccc2nc(-c3cccnc3)c(NC3CCCC3)n2c1 : 1 | -2 | 3 | -4 | -2 | 2 | -3 | -3 | 0.4
# Profile of Cc1ccc(OCCCCN2CCC(C)CC2)c(Br)c1 : -1 | -3 | 12 | -5 | -2 | 1 | 3 | -1 | -1.0
# Profile of CC/C(=N\NC(=O)c1ccccc1Cl)c1ccc(Br)s1 : -4 | -13 | 8 | -4 | 3 | -3 | 3 | -2 | 4.6
# Profile of O=c1c2ccccc2nc2n1CCS2(=O)=O : 1 | -1 | -6 | nt | -4 | 1 | -11 | 0 | -2.8
# Profile of Cc1nc2ccccn2c1/C(O)=C1\C(=O)C(=O)N(CCN2CCOCC2)C1c1cccnc1 (configuration not stated) : -7 | 2 | 7 | 0 | 0 | 1 | 4 | 4 | -0.3

# (list continues)
No.	SMILES	TPT1 inh	HCV core dimer	proCasp7 act	PAFAH2 FP inh	PP1 inh	AHR act	proCasp3 act	CTSL1 counter	PP5 inh
9	COc1ccc(/C=C/C(=O)NCCCNC(=O)/C=C/c2ccc(OC)c(OC)c2)cc1OC	0	-4	-1	3	-2	3	9	2	2.0
10	CCc1ccc(/C(C)=N/Nc2cc(Cl)nc(C)n2)cc1	0	0	5	-4	6	15	-1	2	4.6
11	OC1(c2ccc(Cl)cc2)CCN(Cc2nc(-c3cnccn3)no2)CC1	2	-1	10	1	1	0	3	5	0.2
12	CCc1ccc2nc(Nc3ccc(OC)cc3OC)c(C#N)cc2c1	9	7	-5	nt	-3	11	-1	1	1.2
13	O=C(Nc1ccc(S(=O)(=O)N2CCC(C(=O)NC3CCCCC3)CC2)cc1)c1ccco1	-2	-4	-7	-15	3	0	1	-1	2.8
14	CC(NC(=O)c1cc(=O)[nH]c2ccccc12)c1ccccc1 (configuration not stated)	-3	-2	8	15	-1	1	-1	-1	-0.5
15	CCOC(=O)C1(Cc2ccc(Cl)cc2)CCN(C(=O)c2cnc(C)cn2)CC1	-2	-2	2	0	-2	-2	5	1	1.2
16	NS(=O)(=O)c1ccc(CNC(=O)Cc2ccc(S(=O)(=O)N3CCOCC3)s2)cc1	2	2	10	0	-3	-2	0	0	0.6
17	O=S(=O)(c1cc(Cl)ccc1Br)N1CCOCC1	0	-1	-8	5	-10	9	2	-1	1.9
18	Cc1ccc(C(=O)N2CCOCC2)cc1S(=O)(=O)N1CCCC1	-6	-2	-1	-2	1	-1	-1	-3	0.8
19	C/C=C/c1ccc(OCCn2nnc3ccccc32)c(OC)c1	-3	-3	5	-6	2	23	-5	-25	-4.1
20	CCC(c1nnnn1Cc1ccco1)N(CCc1ccccc1)Cc1cc2ccc(OC)cc2[nH]c1=O (configuration not stated)	-2	14	15	-4	5	2	0	2	2.7
21	O=C1c2[nH]nc(-c3ccccc3O)c2C(c2ccccc2)N1Cc1ccco1 (configuration not stated)	-3	12	-2	13	10	8	8	1	3.9
22	Cn1nc(C(=O)OCC(=O)Nc2ccc(S(N)(=O)=O)cc2)c2ccccc2c1=O	-3	-3	-2	0	-8	0	-8	-1	0.9
23	COc1ccc(/C=N/Nc2nnc(Cc3ccc(OC)c(OC)c3)c(=O)[nH]2)cc1	2	-4	2	8	1	23	1	0	3.5
24	COc1ccc(C)cc1N(C(=O)CNC(=O)c1ccco1)C(C(=O)NC1CCCC1)c1cccnc1 (configuration not stated)	-8	3	-11	0	-6	10	-9	-1	-3.4
25	CCN(CC(=O)NCc1cccs1)C(=O)COc1cccc(C(F)(F)F)c1	nt	nt	6	2	4	0	-1	nt	-1.1
26	CC1(C)CC(N2CCCC2)=CC(=[N+]2CCCCC2)C1	3	0	-4	3	0	3	-4	3	0.6
27	CCCCNC(=O)CN(CCc1ccccc1)S(C)(=O)=O	0	-2	-5	6	1	-1	-5	2	-0.1
28	O=C(O)c1ccc(NCc2cccnc2)cc1	-2	-6	4	-2	-2	0	-3	3	1.6
29	CCN(CC)C(=O)CSc1nnc(CCCCCNC(=O)OC(C)(C)C)o1	-1	-6	18	-2	0	0	-7	-2	-0.4
30	CS(=O)(=O)N(CC(=O)N1CCN(Cc2ccccc2)CC1)c1cccc(F)c1	0	-13	-7	0	-1	0	3	1	1.5
31	CCOc1cc(CNCCSc2nnnn2C)cc(Br)c1OCc1ccccc1	-7	3	6	-3	12	4	1	0	6.1
32	CN(CC(=O)Nc1ccc(F)c(F)c1F)C(=O)C1=COCCO1	-3	2	-1	-58	-4	1	9	1	3.5
33	CC(OC(=O)CCN=C1NS(=O)(=O)c2ccccc21)C(=O)N(C)C1CCCCC1 (configuration not stated)	-3	1	5	2	-6	-2	2	-2	0.2
34	COc1ccc(CN2CCNC(=O)C2CC(=O)N(C)CCC2CCOCC2)cc1OC (configuration not stated)	-5	-2	-3	-2	-3	0	11	2	0.2
35	CC1(C)CC(=O)C(C=NCCN2CCN(C(=S)Nc3ccc(F)cc3)CC2)=C(O)C1	1	7	-5	5	-10	0	-1	-6	3.8
36	CC(C)c1ccc(NC(=O)C(=O)C2C(=O)Nc3ccccc32)cc1 (configuration not stated)	-4	-6	-1	4	4	11	-1	-2	-1.5
37	O=C(NCC(=O)N(CC1CCCO1)C(C(=O)NC1CCCC1)c1cccnc1)c1ccco1 (configuration not stated)	1	6	-4	-7	-3	0	1	-1	-1.6
38	CCOC(=O)c1cnc(-n2nc(C)cc2C)nc1-n1nc(C)cc1C	-2	3	2	3	-2	6	8	-4	0.2
39	O=C(c1cc(F)ccc1F)C1CCCN(C(=O)CCN2CCCCO2)C1 (configuration not stated)	-4	1	10	0	-2	1	2	2	2.4
40	c1ccc(-c2ccc(-c3[nH]ncc3CN3CCC(N4CCSCC4)CC3)cc2)cc1	-1	1	6	-3	0	8	5	-2	-1.0
41	Cc1ccc(NC(=O)CN(C)C(=O)CSc2nnc(C(F)(F)F)n2C)cc1	3	1	1	7	-2	0	4	0	2.4
42	COc1ccc(S(=O)(=O)NCCSCc2cccs2)cc1	2	-7	6	3	-3	0	-1	-2	3.4
43	O=C(O)COc1ccc2c(-c3ccccc3)cc(=O)oc2c1	-5	7	-2	2	1	3	-9	5	0.0
44	COc1ncnc2c1cnn2-c1ccccc1	-1	5	1	-11	-3	-9	3	-1	0.7
45	COc1cccc(-c2nc(CS(=O)CC(=O)NCc3ccccc3Cl)c(C)o2)c1 (configuration not stated)	-3	-1	6	2	4	4	-9	-2	-0.2
46	CCN(CC)CCCNC(=O)C1c2cc(OC)c(OC)cc2C(=O)N(C)C1c1cccs1 (configuration not stated)	-1	-1	12	9	-1	1	0	2	-1.5
47	COC(=O)CSc1ccc(S(=O)(=O)N2CCOCC2)cc1[N+](=O)[O-]	-2	-4	-41	3	0	-1	-23	0	0.0
48	CCCCOc1ccc(C(=O)CCN2CCCCC2)cc1	0	14	-12	6	0	-1	-8	14	0.7

# Quoted from the listing.
# compound 33 | HCV core dimer: 1
# compound 40 | TPT1 inh: -1

# Two of these compounds in another layout:
45. COc1cccc(-c2nc(CS(=O)CC(=O)NCc3ccccc3Cl)c(C)o2)c1 (configuration not stated)
- TPT1 inh: -3
- HCV core dimer: -1
- proCasp7 act: 6
- PAFAH2 FP inh: 2
- PP1 inh: 4
- AHR act: 4
- proCasp3 act: -9
- CTSL1 counter: -2
- PP5 inh: -0.2
46. CCN(CC)CCCNC(=O)C1c2cc(OC)c(OC)cc2C(=O)N(C)C1c1cccs1 (configuration not stated)
- TPT1 inh: -1
- HCV core dimer: -1
- proCasp7 act: 12
- PAFAH2 FP inh: 9
- PP1 inh: -1
- AHR act: 1
- proCasp3 act: 0
- CTSL1 counter: 2
- PP5 inh: -1.5

# (cont.)
No.	SMILES	TPT1 inh	HCV core dimer	proCasp7 act	PAFAH2 FP inh	PP1 inh	AHR act	proCasp3 act	CTSL1 counter	PP5 inh
49	CC(=O)Oc1ccc2c(=O)oc(-c3ccccc3)nc2c1	0	1	3	41*	-4	2	-4	-11	1.5
50	N#C/C(C(=O)N1CCOCC1)=c1/s/c(=C\c2ccccn2)c(=O)n1-c1ccccc1	-17	-8	1	6	0	0	-4	1	0.6
51	O=C1CCc2cc(S(=O)(=O)N3CCCCC3)cc3c2N1CCC3	0	-2	4	2	-5	-2	-1	3	2.7
52	C/C(=N/NC(=O)CNC(=O)/C=C/c1ccco1)c1ccc(Cl)cc1	1	9	7	-2	1	3	-12	0	-2.1
53	CC(Oc1cc2oc(=O)c3c(c2cc1Cl)CCCC3)C(=O)NCC1CCC(C(=O)O)CC1 (configuration not stated)	-4	4	10	-4	0	-1	10	0	1.1
54	Cc1ccc(S(=O)(=O)Cc2cc(F)c([N+](=O)[O-])cc2[N+](=O)[O-])cc1	2	-1	-14	6	4	3	-6	-3	-4.7
55	COc1ccc(C(=O)COc2ncnc3cc(Cl)ccc23)cc1	-4	-3	12	3	-8	-5	-2	-3	2.2
